T cell modulator: T cell immune modulation candidate; 2C CD8+ T cell-vesicle binding, flow cytometry; hits give low values; calls only at 7 µM; hit rate 0.068% among 330,000;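 active = response, share of CD8 T cells binding vesicles, and their 90th percentile fluorescence all below set limits, cut at about 80% in these data, passing the limit was not always enough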
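Test system: purified 2C TCR transgenic mouse naive CD8+ T cells. Probe or stimulus: QL9-peptide-loaded Drosophila micro-vesicles bearing Ld, ICAM-1 and B7-1. Incubation: binding step 1.5 h, 37 °C, antibody labelling 20 min, ice. Measured by: flow cytometry of vesicle-bound cells.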
Salmonella PhoP GFP: inhibitors of PhoP regulon expression, primary screen, Salmonella Typhimurium, GFP reporter (AID 1863). inhibition, % at 50 µM; hits with a dose series show IC50 in µM. S. Typhimurium PhoP-regulated promoter GFP reporter, 4 h; higher % means a stronger effect. hit rate 0.16% among 300,000;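 active = inhibition over 29.93%, a cutoff 3 SD above the screen mean, later confirmed by dose response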;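 note: 0% = low Mg2+ inducing control and 100% = high Mg2+ repressing control; strong numbers were not always called active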
ER stress rescue: protection against thapsigargin-triggered cell killing – 384-well, CSM14.1, ATP luminescence, primary screen (AID 1222). CSM14.1 thapsigargin-induced death rescue, ATP luminescence; higher % means a stronger effect. 190,000 tested, under 10 active. cellular ATP content (survival), % at 20 µM, or EC50 in µM where a hit was titrated;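 active = EC50 below 50 µM in the dose-response confirmation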;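 note: death triggered by thapsigargin at about 15 µM added after 2 h compound pretreatment; cell ATP read after overnight thapsigargin exposure of roughly 18 to 22 hours; normalized against plate controls of thapsigargin alone and 5% DMSO vehicle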
MT stabilizer: microtubule stabilization, imaging screen. HeLa tubulin immunostaining HCS, 24 h; share of cells brighter than vehicle mean+2SD. % tubulin-high responders, % at 10 µM. hit rate 0.83% among 200,000;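 active = plate Z-score above 3 for both tubulin-high and condensed-nucleus cell shares, with cell loss under 80%, at 10 µM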;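 note: anti alpha tubulin signal scored within the nucleus-defined area of each cell; some results filed as inactive read as strong as hits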
Ins promoter up: MIN6 insulin promoter up-regulation; MIN6 insulin promoter-GFP reporter, high-content imaging; hits give high values; z-score at 5 µM; hit rate 0.3% among 190,000;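 active = z-score above 3 at 5 µM with at least 500 cells counted in the well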
Dynein transport: dynein cargo transport inhibition; 3617.4 mouse cells, GR-EGFP nuclear translocation imaging; test concentration mostly 20 µM; stimulated with dexamethasone, 1 µM; hits give low values; z-score, hits read low; hit rate 0.47% among 220,000; AID 1381;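 active = plate z-score of nuclear minus cytoplasmic receptor signal below a set negative limit, without overly bright fluorescence or cell loss, cut at about -3.5 in these data, passing the limit was not always enough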;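 note: z-score of nuclear minus cytoplasmic ring GR-EGFP intensity difference per well; some compounds called inactive have numbers as strong as hits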
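Buffer or medium: tet-free medium with charcoal-stripped serum / Also added: dexamethasone agonist, 1.0 µM final, for 30 min / Timing: induction 48 h, compound 1 h, agonist 30 min / Measured by: high-content fluorescence imaging after fixation / Read-out: nuclear-to-cytoplasmic GR-EGFP distribution per well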
Lipid droplet: hepatic lipid droplet formation modulation. hit rate 0.4% among 240,000. inhibition, % at 6.5 µM. AML12 mouse hepatocytes, oleate lipid droplets, BODIPY imaging. AID 1656;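 active = lipid droplet intensity inhibited by at least 50%, with more than 500 cells counted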
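Assay system: AML12 hepatocytes (mouse) / Also added: 100 µM oleic acid challenge / Times: overnight treatment with compound plus oleate / Detection: high-content imaging of BODIPY-stained droplets and DAPI nuclei / Evaluation: % inhibition of lipid droplet signal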
Autophagy mod: modulators of autophagy | calls only at 10 µM (by protocol) | hit rate 0.98% among 190,000 | MEF GFP-LC3 puncta imaging; test concentration mostly 10 µM | AID 463193;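 active = percentage of spot-positive cells more than 3 SD above its plate mean, without a fluorescence outlier flag or 80% toxicity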;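 note: spot-positive cell cutoff set from DMSO-treated cells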
b-catenin transl: beta-catenin nuclear translocation modulation; HeLa beta-catenin nuclear translocation, immunofluorescence imaging; nuclear translocation activity, % at 5 µM; hit rate 0.3% among 190,000; AID 1665;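 active = nuclear translocation activity above 50% at 5 µM, with a well cell count of 50 or more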;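 note: per-cell ratio of nuclear to cytoplasmic median beta-catenin stain intensity; plate controls were DMSO negative control for no effect and GSK-3 inhibitor IX positive control for full effect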
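Signal – beta-catenin immunofluorescence imaging with DAPI · Test system – human HeLa cell line · Dosing – 5 µM primary single dose, 0.1% DMSO, 0.02–20 µM confirmation series · Measure – % activation, nuclear-to-cytoplasmic median beta-catenin signal ratio per cell · Incubation – 24 h compound exposure at 37°C, 5% CO2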
Dynein transport cytoplasmic EGFP: also measured in Dynein transport; calls as there; z-score; measured here: cytoplasmic GR-EGFP intensity; hits give high values
Dynein transport nuclear GR-EGFP: recorded beside Dynein transport, whose call it bears; z-score; measured here: nuclear GR-EGFP intensity;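 lower value marks the stronger effect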
Dynein transport cell count: recorded beside Dynein transport, whose call it bears; z-score; measured here: cell count per field
Ins promoter up cell count: further read-out of Ins promoter up, marked with its call; cell count; measured here: cytotoxicity, nuclei count;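 total cells summed across four imaged fields per well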
Lipid droplet cells 6.5 µM: also measured in Lipid droplet; calls as there; cell count; measured here: cell count, cytotoxicity flag;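 cells counted across two imaged fields per well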
b-catenin transl cell count 5 µM: recorded beside b-catenin transl, whose call it bears; cell count; measured here: cell count, cytotoxicity flag
T cell modulator vesicle-bound %: also measured in T cell modulator; calls as there; double positive events, %; measured here: CD8+ vesicle-bound cell fraction;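 binding gate set so that unloaded-vesicle control wells show 10% double positive cells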
MT stabilizer Hoechst-high %: recorded beside MT stabilizer, whose call it bears; % Hoechst-high responders; measured here: nuclear condensation Hoechst responders;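 share of cells brighter than vehicle mean plus two SD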
MT stabilizer cytotoxicity %: recorded beside MT stabilizer, whose call it bears; toxicity, %; measured here: cytotoxicity by cell density;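 0% = mean cell density of plate MIN control wells and 100% = no cells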
Autophagy mod cell loss 18 h: second read-out of Autophagy mod, no call of its own (marks repeat the call); toxicity, %; measured here: cell loss, nuclei count;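 cell loss after 18 h compound exposure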
* = called active by the depositor; i = inactive; x = not tested or not shown; + = active, no number.

Sequence of screens: T cell modulator, T cell modulator vesicle-bound %, Salmonella PhoP GFP, ER stress rescue, MT stabilizer, MT stabilizer Hoechst-high %, MT stabilizer cytotoxicity %, Ins promoter up, Ins promoter up cell count, Dynein transport, Dynein transport cytoplasmic EGFP, Dynein transport nuclear GR-EGFP, Dynein transport cell count, Lipid droplet, Lipid droplet cells 6.5 µM, Autophagy mod, Autophagy mod cell loss 18 h, b-catenin transl, b-catenin transl cell count 5 µM
1. CC(C)C(NC(=O)CN1C(=O)c2ccccc2S1(=O)=O)C(C)C
 : i, 27, -2%, -1.4%, 4.1, 2.1, 8.2, -0.03, 772, -0.56, -0.23, -0.28, 0.41, x, x, i, 8, x, x
2. CC(C)c1ccc(NC(=O)COc2ccc(F)cc2C(=O)c2cnn(-c3ccccc3)c2)cc1
 : i, 47, 0%, -3.9%, 20*, 27*, 30*, 0.34, 1034, -0.87, 0.0039, 0.21, 0.95, -2, 668, i, -11, x, x
3. O=C(C1CCCN(S(=O)(=O)c2cccc3cccnc23)C1)N1CCN(c2ccccc2F)CC1 (stereo unspecified)
 : i, 62, 9%, 0.7%, 5.9, 4.8, 7.9, 0.66, 1099, -1, -0.24, -0.35, 0.43, x, x, i, 11, x, x
4. CCOC(=O)Nc1c(C(=O)OC)[nH]c2cccc(OC)c12
 : i, 22, 2%, -1.7%, 2.3, 0.1, 12, 0.29, 1311, -0.83, -0.25, -0.28, -0.071, -13, 666, i, 0, x, x
5. CCOC(=O)C(NC(C)=O)(N1CCc2ccccc2C1)C(F)(F)F (stereo unspecified)
 : i, 10, 0%, -0.6%, 4.7, 0.9, 8.5, 1.4, 1496, 0.33, -0.21, 0.012, 0.24, x, x, i, -3, -2.4, 945
6. O=C(NC1CCS(=O)(=O)C1)c1cccnc1 (stereo unspecified)
 : +, 2.2*, 2%, -0.6%, 1.5, 1.6, 12, 0.06, 1300, 0.19, -0.17, -0.016, -0.2, 2, 757, i, 10, 0.5, 1136
7. COc1ccc(C2SCCN2S(=O)(=O)c2ccccc2)cc1OC (stereo unspecified)
 : i, 49, 3%, -4.7%, 2.7, 3.6, 13, -1.3, 1272, 0.68, 0.006, 0.54, 0.2, -8, 768, i, 32, -5.5, 1171
8. CC(=C1C(=O)c2ccccc2C1=O)N1CCc2ccccc2C1
 : i, 35, 6%, 0.6%, 2.3, 0.1, 27, 0.54, 1282, -0.86, -0.23, -0.19, -0.27, 2, 725, i, -2, 0.0, 1046
9. C=CCN(C(=O)Nc1ccc(Cl)cc1)C1CC(=O)N(c2ccc(OC)cc2)C1=O (stereo unspecified)
 : i, 16, -3%, -1.2%, 3.1, 1.8, 2.5, -0.44, 1698, 0.36, -0.27, -0.034, -0.35, 0, 641, i, 2, -0.5, 1114
10. C=CCc1c(C)nc2c(C(=O)O)cnn2c1C
 : i, 11, -1%, -1.6%, 3.7, 2.4, 9.3, -1.1, 1449, -0.25, -0.22, 0.12, -0.044, x, x, i, -7, -2.1, 1026
11. CCn1c(SCC(=O)Nc2nonc2C)nnc1-c1ccco1
 : i, 4, 9%, 0.4%, 2.1, 1.3, 5.9, 1.9, 1220, -0.98, -0.22, -0.36, 0.75, 1, 783, i, 4, -2.0, 1096
12. O=C(c1cccs1)N1N=C(c2ccccc2)CC1c1ccccc1 (stereo unspecified)
 : i, 44, 6%, -0.6%, 4.0, 0.7, 5.6, -0.42, 1897, 0.053, -0.11, -0.11, -0.16, 0, 633, i, 8, -1.0, 1072
13. Cc1ccc(S(=O)(=O)CCC(=O)NCc2ccccc2)cc1
 : i, 8, 8%, -1.3%, 3.0, 2.6, 1.8, 0.53, 1239, 0.58, -0.26, -0.049, -0.069, -2, 693, i, 5, x, x
14. O=C1C=C(NCc2ccc3c(c2)OCO3)CC(c2ccccc2)C1 (stereo unspecified)
 : i, 61, -5%, 1.5%, 3.5, 1.9, 8.0, -0.18, 1386, 0.24, -0.25, 0.49, -0.11, -12, 711, i, -5, -0.6, 996
15. Fc1ccc(CSc2nc3ncc(Br)cc3[nH]2)cc1
 : i, 58, -1%, -0.8%, 5.1, 2.9, 2.6, 0.38, 1116, -0.96, 0.46, -0.23, 0.2, -1, 745, i, 20, x, x
16. Cc1ccc2nc(N(CCCN(C)C)C(=O)COc3ccc(Cl)cc3)sc2c1
 : i, 38, 1%, 0.5%, 1.2, 1.4, 7.7, 1.1, 1227, -0.35, -0.24, -0.21, 0.6, 7, 704, i, -25, 0.3, 1008
17. O=C(O)c1cccc(S(=O)(=O)N2CCOCC2)c1
 : i, 25, -2%, -1.0%, 1.6, 1.7, 25, -1.2, 1270, 0.57, -0.28, 0.53, -0.0025, -4, 766, i, -3, 1.2, 1200
18. CCOc1ccc(NC(=O)CCC(=O)NNS(=O)(=O)c2ccccc2[N+](=O)[O-])cc1
 : i, 58, -10%, -1.6%, 1.8, 1.3, 7.6, 0.36, 1386, -0.85, -0.23, -0.35, 0.66, -8, 738, i, 0, -0.1, 934
19. CCCC(=O)Nc1c(-c2ccccc2)c(=O)c(C)nn1-c1ccccc1
 : i, 26, -11%, x, x, x, x, 0.73, 1560, 0.29, -0.28, -0.085, 0.44, x, x, x, x, -0.8, 1266
20. CSc1cccc(NC(=O)c2ccccn2)c1
 : i, 2, 1%, -1.1%, 3.3, 2.5, 5.0, -0.04, 1250, -0.66, -0.1, -0.19, 0.61, -10, 663, i, -31, 1.3, 1204
21. CCC(=O)NC1=C(C#N)C2(CCCC2)Cc2ccccc21
 : i, 44, 2%, 1.2%, 3.3, 2.8, 7.5, -1, 1547, 0.029, -0.2, 0.29, 0.34, x, x, i, 0, -8.4, 1054
22. O=C(CSc1nc2c(cnn2-c2ccc(F)cc2)c(=O)[nH]1)N1N=C(c2cccs2)CC1c1ccc(F)cc1 (stereo unspecified)
 : x, x, -5%, -2.0%, 3.7, 2.6, 5.5, -0.71, 1114, -0.13, -0.15, 0.64, 0.065, -30, 672, i, 14, -1.3, 560
23. CN(C)c1ccc(NC(=O)COC(=O)c2cc(=O)c3ccccc3o2)cc1
 : i, 39, -21%, -2.7%, 3.4, 2.9, 2.2, -1.4, 1271, -0.79, -0.29, 0.22, 0.57, -8, 706, i, -2, x, x
24. Cc1c(C(=O)NNS(=O)(=O)c2ccccc2Cl)sc(=S)n1C
 : i, 40, -2%, 17%, 2.1, 2.4, 7.3, -0.02, 1421, 0.44, -0.26, 0.23, -0.046, -11, 658, i, -2, 0.0, 991
25. Clc1ccc(C2=Nn3c(nnc3-c3cccs3)SC2)cc1
 : i, 6, 0%, -1.2%, 2.7, 1.8, 6.1, x, x, -1.1, 0.87, -0.18, 1.2, 36, 801, i, -10, 9.7, 382
26. C=CCNC(=S)NNC(=O)c1cccc2ccccc12
 : i, 14, 9%, -1.6%, 1.3, 3.5, 11, x, x, 2.1, -0.17, 0.22, -0.48, x, x, i, 5, x, x
27. CC1=C(C(=O)Nc2ccccc2)C(c2ccncc2)C(C#N)=C(SCC(=O)Nc2ccccc2)N1 (stereo unspecified)
 : i, 18, -10%, -5.7%, 2.5, 2.7, 3.4, x, x, 0.44, -0.27, 0.031, 0.9, 25, 742, i, -33, -1.9, 1189
28. O=C(NCc1ccco1)C1OCCc2ccccc21 (stereo unspecified)
 : i, 51, 1%, -2.7%, 3.0, 2.6, 3.6, -0.12, 1897, -1.2, -0.21, -0.62, 0.78, -1, 597, i, -3, -0.8, 1124

Three entries already listed, ordered by the number in MT stabilizer Hoechst-high %, descending.
#	SMILES	MT stabilizer Hoechst-high %
7	COc1ccc(C2SCCN2S(=O)(=O)c2ccccc2)cc1OC (stereo unspecified)	3.6
28	O=C(NCc1ccco1)C1OCCc2ccccc21 (stereo unspecified)	2.6
14	O=C1C=C(NCc2ccc3c(c2)OCO3)CC(c2ccccc2)C1 (stereo unspecified)	1.9
